Assay outcomes: PubChem BioAssay, National Center for Advancing Translational Sciences (NCATS)
PTHR1 agonist = activates the human parathyroid hormone receptor PTHR1 | HEK293 GP2 PTHR1 cells, GloSensor cAMP luminescence, 1 h | Potency, µM (doses to about 115 µM), without a hit: at the top dose activation, hits mostly activators | 410,000 tested, 0.075% active | AID 743266; also: nearly all actives have a fitted effect of over 55% in size; some results filed as inactive show a strong effect at the top dose; inactives centre near -15; many of its hits are not listed in these tables
Target sequence (Q03431 whole entry, looked up): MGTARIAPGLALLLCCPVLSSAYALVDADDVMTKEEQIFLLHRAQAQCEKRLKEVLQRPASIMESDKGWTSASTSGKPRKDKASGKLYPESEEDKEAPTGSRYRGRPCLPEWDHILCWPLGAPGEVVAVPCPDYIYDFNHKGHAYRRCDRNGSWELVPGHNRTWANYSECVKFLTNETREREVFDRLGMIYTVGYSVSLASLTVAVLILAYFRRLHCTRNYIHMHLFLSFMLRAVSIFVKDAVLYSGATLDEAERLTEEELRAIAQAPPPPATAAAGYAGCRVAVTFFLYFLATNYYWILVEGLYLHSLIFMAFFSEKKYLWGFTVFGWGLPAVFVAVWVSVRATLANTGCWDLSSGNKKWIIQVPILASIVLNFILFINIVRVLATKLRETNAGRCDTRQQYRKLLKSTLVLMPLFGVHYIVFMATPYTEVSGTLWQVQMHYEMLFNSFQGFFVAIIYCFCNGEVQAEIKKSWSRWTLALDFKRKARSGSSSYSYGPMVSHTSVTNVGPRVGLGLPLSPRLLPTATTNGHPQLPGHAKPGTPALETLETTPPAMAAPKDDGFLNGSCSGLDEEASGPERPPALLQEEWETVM
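HEK-293-derived GP2 cells expressing PTHR1 and a GloSensor cAMP reporter, 3,000/well, plated overnight, given luciferin plus IBMX (each 0.5 mM as added) for 1 h at 37 °C, then compound for 1 h at 37 °C. Luminescence was read after 15 min at room temperature.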
EPAC1 ag = activates human EPAC1 exchange factor; O95398; EPAC1 agonist qHTS, biochemical assay; response scale: 100% = response to 6.5 mM cAMP; Potency, µM (doses to about 154 µM), for inactives: at the highest dose activation, most hits filed as activators; 360,000 tested, 0.073% active; also: nearly all actives have a fitted effect of over 60% in size
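Nucleotide exchange assay: 100 nM EPAC1 with 250 nM Rap1B loaded with BODIPY-GDP and 50 uM GDP, room temperature. Fluorescence (480/540 nm) read every 5 min for 30 min; signal change normalized to 6.5 mM cAMP as full agonist.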
aSyn rescue = inhibitors of alpha-synuclein toxicity in yeast. Yeast expressing alpha-synuclein, growth rescue, BacTiter-Glo, 24 h. 370,000 tested, 0.14% active. Potency, µM (highest dose often 46.1 µM), without a hit: at the highest dose growth rescue (activation), hits mostly activators; also: % of control where 0% means no effect; nearly all actives have a fitted effect of over 65% in size
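Rescue of yeast growth: cells expressing toxic alpha-synuclein, induced in galactose at OD600 0.02, incubated with compound 24 h at 30 C. ATP luminescence quantified growth; inhibitors of toxicity appear as activators.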
EPAC2 ag = activates human EPAC2 exchange factor; Q8WZA2; EPAC2 activation, biochemical qHTS; response scale: 100% = 6.5 mM cAMP response; Potency, µM (titrated, usually from 154 µM), for the others: at the highest dose activation, actives largely listed as activators; 360,000 tested, 0.079% active; AID 720711; also: nearly all actives have a fitted effect of over 50% in size
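Readout is BODIPY fluorescence (480 nm excitation, 540 nm emission), which falls as labeled GDP is exchanged off Rap1B. EPAC2 at 100 nM acted on 250 nM RAP1B-BODIPY-GDP with 50 uM GDP present.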
EPAC1 antagonist = blocks human EPAC1 exchange factor. O95398. EPAC1 GEF assay, Rap1b-BODIPY-GDP exchange fluorescence. Potency, µM (titrated, usually from 115 µM), without a hit: at the top dose activity change, negative = inhibition, usual class: inhibitors. 360,000 tested, 0.14% active;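 also: plate controls were vehicle for no effect and positive control for full effect; nearly all actives have a fitted effect of over 50% in size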
FUS suppressor = rescues growth of FUS-expressing yeast; S. cerevisiae FUS-expressing, growth rescue, OD600, 24 h; Potency, µM (series often up to 76.6 µM), inactives show top-dose growth rescue (activation), hits mostly activators; 390,000 tested, 0.24% active; AID 1347120;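 also: plate controls were DMSO vehicle for no effect and reference control for full effect; nearly all actives have a fitted effect of over 55% in size; some results filed as inactive show a strong effect at the top dose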
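Restored growth of FUS-toxic S. cerevisiae, read as 600 nm absorbance after 24 h at 30C in galactose medium (starting OD 0.005). Controls CP55940 and DMSO.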
EPAC2 antagonist = blocks human EPAC2 exchange factor | Q8WZA2 | EPAC2 GEF exchange of Rap1B-BODIPY-GDP, fluorescence | Potency, µM (titrated, usually from 114 µM), without a hit: top-dose activity, negative = inhibition, actives largely listed as inhibitors | 360,000 tested, 0.18% active | AID 720708; also: % is scaled to controls: 0 for no effect and ±100 for the full control effect; nearly all actives have a fitted effect of over 45% in size; many of its hits are not listed in these tables
TDP43 rescue = inhibitors of TDP-43 toxicity in yeast; TDP-43 expressing yeast growth rescue, BacTiter-Glo, 24 h; Potency, µM (highest dose often 46.1 µM), without a hit: at the highest dose growth rescue (activation), actives largely listed as activators; 410,000 tested, 1.8% active; AID 652104; also: % of control where 0% means no effect; nearly all actives have a fitted effect of over 50% in size
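Galactose-induced TDP-43 yeast, OD600=0.02, compound pinned; 24 hr, 30 deg C; BacTiter-Glo luminescence for growth. Inhibitors of TDP-43 toxicity read as activators.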
* marks the source's active call; other numbers are inactive results; i = inactive; ? = inconclusive; / = not tested or not shown; & = joins results of further samples; [ ] = dose if it differs, or a comment. Calls follow the shape of the dose curve; as a rule, active = well fitted curve in the direction sought with a large enough effect; inconclusive = small, poorly fitted or top-dose-only effect, or another doubt; inactive = no such curve, though single readings can be large; an effect the other way counts as inactive or inconclusive. Potency is read from the fitted curve at half-maximal effect.

SMILES	PTHR1 agonist	EPAC1 ag	aSyn rescue	EPAC2 ag	EPAC1 antagonist	FUS suppressor	EPAC2 antagonist	TDP43 rescue
Cc1ccc(Oc2ccc(OCC(=O)NC(CC(C)C)C(=O)O)cc2)cc1 (centres undefined)	-2%	2%	0%	-2%	-5%	22%	1%	17%
COc1cc(C(=O)Nc2cccc(NC(=O)c3ccccc3)c2)cc(OC)c1OC	-66%[inhibitor]	2%	-4%	-4%	2%	25%	-3%	-11%
COc1ccc(C(=O)N2CCCC(c3cc(C(=O)NCc4cccnc4)no3)C2)cc1 (centres undefined)	-20%	-4%	-19%	5%	-10%	0%	9%	-6%
O=C(Nc1nc(-c2ccc(S(=O)(=O)N3CCOCC3)cc2)cs1)c1ccccc1	-36%&-93%	6%&1%	0%&-4%	10%&7%	-21%&-6%	6%&33%	-4%&8%	4%&-29%
COc1cc(OC)c(C2N(c3cc(C)on3)C(=O)C3CCCN32)cc1OC (centres undefined)	i	15%	-3%	9%	-1%	6%	2%	8%
Cc1cccc(C)c1NC(=O)CSc1nnc(Cn2nnc(-c3ccccc3)n2)n1-c1ccccc1	i	10%	3%	1%	1%	34%	-2%	19%
COc1ccc(OCCCC(=O)OCC(=O)Nc2nnc(-c3ccccc3)o2)cc1	21%	0%	5%	4%	-7%	-7%	-4%	27%
CC(C)c1ccc(S(=O)(=O)c2nnn3c2nc(N2CCCCC2)c2ccccc23)cc1	-5%	6%	-2%	9%	-2%	-13%	4%	9%
COc1cccc(CNC(=O)c2cc(COc3c(F)cccc3F)on2)c1	-9%	7%	-16%	8%	-14%	22%	-7%	?
O=C(NNc1ccccc1)C(=O)NNc1ccccc1	14%	9%	-4%	8%	35%[activator]	12%	27%	-5%

Profiles, quoted from the list.
COc1cc(OC)c(C2N(c3cc(C)on3)C(=O)C3CCCN32)cc1OC (centres undefined) is listed with PTHR1 agonist = i; EPAC1 ag = 15%; aSyn rescue = -3%; EPAC2 ag = 9%; EPAC1 antagonist = -1%; FUS suppressor = 6%; EPAC2 antagonist = 2%; TDP43 rescue = 8%
O=C(NNc1ccccc1)C(=O)NNc1ccccc1 is listed with PTHR1 agonist = 14%; EPAC1 ag = 9%; aSyn rescue = -4%; EPAC2 ag = 8%; EPAC1 antagonist = 35%[activator]; FUS suppressor = 12%; EPAC2 antagonist = 27%; TDP43 rescue = -5%

Three entries already listed, arranged by the value under PTHR1 agonist, descending:
Compound | PTHR1 agonist
COc1ccc(OCCCC(=O)OCC(=O)Nc2nnc(-c3ccccc3)o2)cc1 | 21%
Cc1ccc(Oc2ccc(OCC(=O)NC(CC(C)C)C(=O)O)cc2)cc1 (centres undefined) | -2%
COc1cccc(CNC(=O)c2cc(COc3c(F)cccc3F)on2)c1 | -9%

Continuation.
SMILES	PTHR1 agonist	EPAC1 ag	aSyn rescue	EPAC2 ag	EPAC1 antagonist	FUS suppressor	EPAC2 antagonist	TDP43 rescue
CC(C)(C)c1ccc(C(=O)Nc2cccnc2)cc1	-14%	-4%	-4%	3%	-8%	-12%	-14%	14µM*
CCOC(=O)C(NC(=O)NCc1ccccc1OC)(OCC)C(F)(F)F (centres undefined)	i	-3%	-4%	8%	4%	/	11%	8%
Cc1ccc(S(=O)(=O)Nc2cc3c(cc2C#N)OCO3)cc1C(N)=O	i	-2%	-2%	5%	-13%	26%	9%	-17%
CC(C)C(=O)N(Cc1cc2ccccc2[nH]c1=O)C(C)C	i	-3%	-7%	-3%	12%	8%	8%	0%
CN1CCN(c2nc3c(c(=O)[nH]c(=O)n3C)n2CCSc2nnnn2-c2ccccc2)CC1	-4%	1%	-5%	5%	-9%	-19%	-6%	8%
COCCN1C[C@@H](CO)O[C@@H](n2cnc3c(N4CCOCC4)ncnc32)C1	i	6%	1%	10%	5%	-11%	12%	2%
COc1cccc(Nc2nc3ccccc3c(=O)[nH]2)c1	-4%	6%	0%	5%	7%	-5%	-7%	11%
COc1cccc(/C=C/C(=O)OCC(=O)NC2CC2)c1	-6%	0%	4%	0%	6%	16%	-2%	30%
O=C(NCc1ccccc1F)c1cccc(S(=O)(=O)N2CCCCCC2)c1	-78%[inhibitor]	6%	3%	5%	-6%	-15%	0%	17%
COc1ccc(CN2CCCC(CO)(Cc3ccc(F)cc3)C2)c(OC)c1OC (centres undefined)	20%	-4%	-1%	-1%	7%	-31%	2%	-14%
COC(=O)C[C@H]1C[C@H]2c3cc(NC(=O)NC4CCCC4)ccc3O[C@H]2[C@@H](CO)O1	-17%	7%	2%	1%	8%	3%	3%	0%
COc1ccccc1N1CCN(C(=S)NC(=O)c2ccc([N+](=O)[O-])cc2)CC1	0%	-20%	3%	13%	2%	-15%	?	19%
N#CCC(=O)NN=C1CCCCCCCCCCC1	-9%[57.5 µM]	2%	-1%	2%	18%	2%	2%	-13%
O=C(Nc1ccccc1)C1CCCN(C(=O)c2ccc(Cl)cc2)C1 (centres undefined)	-27%	-5%	5%	5%	-23%	-2%	-6%	-1%
O=C(NCc1ccc(Cl)cc1)C1CCN(S(=O)(=O)c2cccs2)CC1	-10%	-1%	5%	1%	0%	-1%	6%	12%
CC(C)CCn1c(Sc2nc3ccccc3s2)nc2c1c(=O)[nH]c(=O)n2C	i	-16%	-4%	-15%	-3%	38%	24%	1%
CCOc1ccc(-c2nnc(SCC(=O)Nc3ccc4c(c3)c3ccccc3n4CC)n2N)cc1	i	-7%	1%	0%	-18%	30%	-2%[57.1 µM]	-3%
Cc1cccc2cc(COC(=O)C(C)(C)C)c(=O)[nH]c12	i	-7%	1%	-4%	0%	-10%	4%	-5%
O=C(COc1cccnc1[N+](=O)[O-])N1CCc2ccccc21	-4%	-7%	-3%	5%	-11%	0%	5%	-14%[0.397 µM]
COc1ccc(C2=NOC(C(=O)NCc3cccs3)C2)cc1 (centres undefined)	i	0%	5%	-2%	-15%	-12%	6%	2%
Cn1cc(/C=N/n2cnc3scc(-c4ccccc4)c3c2=O)c2ccccc21	-5%	-1%	1%	5%	-2%	?	-1%	9%
COc1cnn(-c2ccccc2)c(=O)c1OC	-4%	11%	0%	12%	4%	8%	1%	-12%
CCCN(CC(=O)Nc1ccccc1OC)C(=O)CNC(=O)c1ccc(C)s1	i	-1%	-2%	3%	1%	-8%	5%	18%
COc1cc(S(=O)(=O)N2CCOCC2)ccc1NC(=O)CSc1nnc(N)s1	i	1%	3%	5%	7%	14%	11%	2%
Cc1ccnc(NC(=O)CCCc2ccccc2)c1	-26%	3%	-7%	-1%	-2%	/	-5%	?
CC(C)CNC(=O)c1[nH]c(C(F)(F)F)nc1-c1ccccc1	11%	-6%	2%	-18%	12%	14%	?	-12%
Cc1ccc(S(=O)(=O)N2CCCCC2)cc1NCC(=O)Nc1ccc(Br)cc1F	-95%[inhibitor]	12%	11%	2%	-3%	-27%	-19%	6%
CC(C)(C)c1nc(CN2CCOCC2)cc(CN2CCOCC2)c1O	-28%	-8%	4%	3%	22%	15%	15%	-6%
COc1cc(-c2csc(N3CCOCC3)n2)cc(OC)c1OC	i	-1%	1%	4%	2%	4%	3%	-4%
CCOC(=O)C1=NN(c2ccccc2)C2(S1)SC(C(C)=O)=C(C)N2c1ccccc1 (centres undefined)	-11%	13%	0%	10%	-11%	20%	-11%	11%
CNC(=O)OCCSCCS(=O)(=O)c1ccc(Cl)cc1	-24%	-4%	6%	-2%	16%	-1%	15%	-22%
Cn1c(OCc2ccco2)nc2c1c(=O)n(Cc1ccc(Cl)c(Cl)c1)c(=O)n2C	i	-3%	1%	-2%	1%	11%	4%	4%
Cc1cccc(-c2nc3c(c(SCC(=O)N4CCOCC4)n2)CCCC3)c1	i	4%	-17%	8%	-3%	25%	-18%	-17%
Cc1nnsc1C(=O)Nc1ccc(S(=O)(=O)N2CCCC(C)C2)cc1 (centres undefined)	-7%	-5%	1%	4%	1%	12%	5%	-4%
CCn1c(=O)c(=O)[nH]c2cc(C(=O)Nc3ccc(S(=O)(=O)N4CCCC4)cc3)ccc21	i	4%	-3%	1%	-11%	38%	-12%[57.1 µM]	-1%
N#Cc1ccc(C(=O)Nc2cc(S(=O)(=O)N3CCOCC3)ccc2N2CCCC2)cc1	-19%	-1%	2%	9%	20%	/	24%	-21%
Cc1ccc(F)c(C2=CC(=O)C[C@H](c3ccc(F)cc3)C2)c1	-20%	-3%	16%	?	-4%	15%	5%	?
CCOc1ccc(OCC(=O)Nc2cc3c(cc2C(=O)O)OCCCO3)cc1	3%	9%	-4%	-5%	3%	5%	7%	-7%
O=C(NCc1ccccc1)C12CC3CC(CC(C3)C1)C2	0%[57.5 µM]	-1%	1%	-5%	6%	-5%	5%	20%
CCCN(C(=O)CSc1nnc(-c2ccc3c(c2)OCO3)o1)C1CCS(=O)(=O)C1 (centres undefined)	i	-1%	-4%	9%	-8%	1%	13%	-11%
COc1cccc2c1OC1(C)CC2N(C(=O)c2ccco2)C(=S)N1c1ccc(F)cc1 (centres undefined)	-13%	4%	1%	7%	5%	10%	3%	-4%
N/C(=N\OC(=O)/C=C/c1ccccc1)c1ccc(Cl)cc1	-5%	10%	-19%	18%	-10%	-14%	-3%	?
COc1ccccc1NC(=O)N1CCN(c2ccc3nnc(-c4ccc(F)cc4)n3n2)CC1	-11%	1%	-1%&1%	-10%	-15%	?	1%	-28%&22%
COc1ccccc1NC(=O)CCCCCN1C(=O)c2cccc3cccc(c23)C1=O	-12%	-10%	6%	9%	-14%	34%	1%	-15%
Cc1ccc(OCC(=O)Nc2cc(C(C)(C)C)on2)cc1C	-8%	2%	2%	4%	-3%	24%	-23%	12%
CCc1cc([N+](=O)[O-])cc(CC)c1N	-3%	14%	17%	-7%	-5%	-7%	1%	?
Cc1sc(N)c(C(=O)c2ccccc2)c1C	-3%	-3%	-1%	1%	12%	31%	-6%	-19%
O=C(COc1ccccc1/C=C1\SC(=S)NC1=O)Nc1ccc(F)cc1	-23%	4%	-11%	2%	1%	23%	-1%	-25%
COc1ccccc1CC(NC(C)=O)C(=O)NC1CCN(C(=O)Nc2ccc(F)cc2)CC1 (centres undefined)	-21%	1%	1%	-11%	3%	5%	5%	5%
N=c1c2c(-c3ccccc3)c(-c3ccccc3)n(Cc3ccccc3)c2ncn1CCCO	i	2%	-5%	8%	11%	24%	2%	-19%
O=C(Cn1cc([N+](=O)[O-])cn1)Nc1ccn(Cc2c(F)c(F)c(F)c(F)c2F)n1	20%[57.5 µM]	-1%	-9%	-1%	-3%	22%	5%	0%
O=S(=O)(c1ccc2ccccc2c1)N1CCN(S(=O)(=O)N2CCCCC2)CC1	i	6%	1%	-6%	14%	17%	12%	0%

An excerpt. The share of hits here may be higher or lower than overall.
